# FLuc stim CS: FLuc activators, initial screening, artefact control for FLuc-dependent activation tests, biochemical, ATPlite luminescence; Luciferin 4-monooxygenase (Photinus pyralis), P08659; ATPlite luciferase biochemical, 10 min; 0 = ATP-free wells, 1 = DMSO control; activation factor at 10 µM; 200,000 tested, under 10 active;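 active = luciferase activation factor, scaled between plate controls, of at least 2 with compound at 10 µM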
# Target sequence (P08659 whole entry, looked up): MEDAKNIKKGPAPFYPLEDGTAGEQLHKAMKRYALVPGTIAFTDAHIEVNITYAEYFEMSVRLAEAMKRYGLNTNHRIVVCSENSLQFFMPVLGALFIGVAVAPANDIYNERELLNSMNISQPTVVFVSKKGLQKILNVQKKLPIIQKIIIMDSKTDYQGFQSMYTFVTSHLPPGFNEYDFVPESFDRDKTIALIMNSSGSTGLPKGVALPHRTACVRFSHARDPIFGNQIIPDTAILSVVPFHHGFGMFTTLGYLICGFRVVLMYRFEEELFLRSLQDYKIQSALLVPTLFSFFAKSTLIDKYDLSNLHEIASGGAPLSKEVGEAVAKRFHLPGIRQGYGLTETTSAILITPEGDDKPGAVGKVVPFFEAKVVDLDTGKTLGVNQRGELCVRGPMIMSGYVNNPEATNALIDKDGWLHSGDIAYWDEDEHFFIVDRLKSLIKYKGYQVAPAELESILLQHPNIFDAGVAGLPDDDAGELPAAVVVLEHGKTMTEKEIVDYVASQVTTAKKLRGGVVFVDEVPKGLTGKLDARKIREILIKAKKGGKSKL
#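 Assay system: Luciferase/luciferin reagent mix; Medium: PBS as buffer for the ATP substrate; Dosing: test compounds dosed from 2 mM stocks in 100% DMSO; Times: 10 min, room temperature; Signal: luminescence from luciferase reaction; Read-out: luciferase activation; Controls: No-ATP low control, compound-free enzyme-plus-ATP high control.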
# FLuc inh counter: firefly luciferase enzyme inhibitors, primary screen, artefact control for luciferase-based inhibitor screens, biochemical, luminescence, ATPLite | 10 min | inhibition, % at 10 µM | hit rate 1.5% among 200,000;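 active = inhibition above about 50% when tested at 10 µM, limit read from the data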
# STAT3 act: IL-6 driven STAT3 reporter potentiators, primary screen, U3A cells, luciferase, luminescence, MLSCN library; AID 871, 2007; activation (% of control), % at 5.6 µM; IL-6 STAT3-luciferase reporter; 100% = signal with IL-6 EC80 alone; hit rate 0.91% among 190,000;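 active = activation above the screen-wide mean of compound activation plus 3 SD, cut at about 130% in these data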;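 note: 0% = background luminescence of wells with medium and substrate only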
#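 Material: STAT1-lacking human U3A cells, STAT3 luciferase reporter | Benchmarks: IL-6-only wells as 100% reference | Probe or stimulus: IL-6 (33 ng/mL) | Timing: Compound 1 h, then IL-6 6 h at 37 °C | Detection: Luminescence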
# STAT1 blocker: STAT1 signaling inhibitors, primary screen, cell-based, HTS, luciferase reporter. inhibition, % at 5.5 µM. NIH 3T3 STAT1-luciferase reporter, IFN-gamma, luminescence. hit rate 0.35% among 200,000;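 active = inhibition above a set limit, the mean inhibition across all tested compounds plus 3 SD, cut at about 34% in these data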;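 note: 0% = IFN-gamma with DMSO and 100% = IFN-gamma with 300 µM nifuroxazide; values of inactives mirror those of a sister screen read the other way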
# STAT1 activator: STAT1 signaling activators, primary screen, cell-based, HTS, luciferase reporter. NIH 3T3 STAT1-luciferase reporter, IFN-gamma, luminescence; 100% = IFN-gamma alone, no compound. activation (% of control), % at 5.5 µM. hit rate 2.6% among 200,000. AID 932, 2007;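 active = activation above the screen-wide mean activation plus 3 SD, cut at about 130% in these data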;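 note: raw ratio to IFN-gamma control signal so 100% means no change and 0% no light; values of inactives mirror those of a sister screen read the other way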
# ROMK mod: ROMK potassium channel modulators, primary screen, cell-based, thallium flux, MLSMR library. ATP-sensitive inward rectifier potassium channel 1 (Homo sapiens), P48048. hit rate 2% among 130,000. B-score at 10 µM. AID 1918, 2009. Tet-inducible ROMK, thallium flux fluorescence; actives lie on both sides;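 active = signal ratio slope over the read window, or its plate-corrected B-score, at least 3 SD from the plate mean, either direction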;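 note: B-score of the F/F0 ratio slope over 7 to 12 s after thallium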
# Target sequence (P48048 whole entry, looked up): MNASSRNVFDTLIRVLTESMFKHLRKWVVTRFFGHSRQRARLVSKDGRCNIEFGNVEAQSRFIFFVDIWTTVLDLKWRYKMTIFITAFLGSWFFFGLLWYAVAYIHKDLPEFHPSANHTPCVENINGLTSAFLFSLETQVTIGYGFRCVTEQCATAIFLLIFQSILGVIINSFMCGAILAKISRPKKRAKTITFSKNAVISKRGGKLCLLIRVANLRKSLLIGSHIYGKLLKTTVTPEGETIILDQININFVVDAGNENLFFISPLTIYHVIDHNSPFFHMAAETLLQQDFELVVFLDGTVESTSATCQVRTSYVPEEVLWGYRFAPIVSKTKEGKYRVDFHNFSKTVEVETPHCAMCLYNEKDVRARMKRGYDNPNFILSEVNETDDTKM
# APP transl inh: inhibitors of APP translation via 5'UTR reporter, primary screen, APP 5'UTR luciferase, SH-SY5Y cells. SH-SY5Y APP 5'UTR-luciferase reporter, luminescence. inhibition, % at 2 µM. hit rate 0.82% among 190,000;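 active = inhibition above a set limit, derived from the sample mean plus 3 SD, cut at about 45% in these data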; note: values of inactives mirror those of a sister screen read the other way
# APP 5'UTR act: activators of APP 5'UTR luciferase reporter, primary screen, SH-SY5Y cells; SH-SY5Y APP 5'UTR luciferase reporter, luminescence; zero percent = DMSO vehicle wells; activation, % at 2 µM; hit rate 1% among 190,000; AID 1276, 2008;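 active = activation above a set limit, based on mean plus 3 SD of controls, cut at about 140% in these data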; note: values of inactives mirror those of a sister screen read the other way
# STAT3 blocker: IL-6 driven STAT3 reporter inhibitors, primary screen, U3A cells, luciferase, luminescence, MLSCN library; IL-6 STAT3-luciferase reporter; host cell line lacks STAT1; inhibition, % at 5.5 µM; hit rate 0.89% among 190,000; AID 862, 2007;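 active = inhibition above the mean inhibition across all screened compounds plus 3 SD, cut at about 44% in these data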;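 note: 0% = DMSO only wells and 100% = 100 µM nifuroxazide control wells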
# NF-kB neuron act: activators of NF-kB expression in neurons, primary screen, cell-based, HTS | human neuronal cells, NF-kB reporter expression; hits give high values | fold change at 12.5 µM | hit rate 1.6% among 190,000 | AID 1239, 2008; in the data active = fold change above about 3.3
# The depositor's hits bear a star; . = not tested or not shown.
SMILES,FLuc stim CS,FLuc inh counter,STAT3 act,STAT1 blocker,STAT1 activator,ROMK mod,APP transl inh,APP 5'UTR act,STAT3 blocker,NF-kB neuron act
COc1ccc(NC(=O)CC2CCCCC2)cc1OC,1.1,-13,98,4,96,.,13,-13,7,1.4
Cc1ccc(NC(=O)CN(C)CC(=O)Nc2ccccc2Oc2ccccc2)cc1,1,-3,105,3,95,-0.23,9,-9,-4,1.1
O=C(O)C1C2CCC(O2)C1C(=O)NCc1ccc(Cl)cc1 (stereo unspecified),1.1,-8,103,4,97,-0.14,4,-4,2,0.82
Oc1ccc(Br)cc1/C=N/n1cnc2ccccc21,1,-1,108,7,94,0.29,-60,60,-4,2.9
CO/N=C/CC(=O)Nc1ccc(F)cc1F,1.1,-9,103,-1,101,.,-7,7,2,1.1
CCOCCCNC(=O)c1ccc(Br)cc1,1,-2,109,-19,117,.,-5,5,-6,1.7
Cc1cc(C)c(S(=O)(=O)n2c([N+](=O)[O-])cnc2C)c(C)c1,1,-2,80,7,94,0.32,-10,10,26,1.1
CCOc1ccc2[nH]c(=O)c(CN(CCN3CCCC3)C(=S)Nc3ccccc3OCC)cc2c1,1,-2,109,0,98,-2.4,6,-6,-7,2.2
COc1ccc(-c2nc(N)n(C(=O)c3ccc(C)cc3)n2)cc1,1.1,-7,87,11,90,-0.52,0,0,14,1
Nc1c(C(=O)N2CCOCC2)sc(=S)n1-c1ccccc1,1,-2,102,-3,103,.,-3,3,2,0.89
CC(Sc1nc(-c2ccccc2)cc(C(F)(F)F)n1)C(=O)O (stereo unspecified),1.1,-7,92,5,94,-0.028,18,-18,11,1.1
O=C(Cn1cnc2c(cnn2-c2ccc(Cl)cc2)c1=O)N1CCN(c2ccccc2)CC1,1,-4,93,8,92,1.1,15,-15,16,0.92
CN1CCN(/C=N/c2sc3c(c2C#N)CCCCC3)CC1,0.9,8,110,-50,146*,-0.44,-95,95,-10,2.7
NS(=O)(=O)c1ccc(NC(=O)COc2ncnc3c2cnn3-c2ccccc2)cc1,1.1,-6,105,-4,103,-0.63,-4,4,2,1.1
COc1ccccc1-c1c(C#N)c(N)nc2c1CCc1ccccc1-2,1,1,90,23,79,-0.58,-3,3,12,1.6
CN(C)c1cccc(C(=O)OCC(=O)Nc2ccccc2-c2ccccc2)c1,1.1,-5,102,8,93,.,-6,6,-6,0.71
COc1ccc(-c2nnc(SCC(=O)NC3CCCCC3)o2)cc1OC,1,-4,112,5,96,.,15,-15,-9,1.2
O=C1CCCC2=C1C(c1ccc3c(c1)OCO3)c1c([nH]n(-c3ccccc3)c1=O)N2 (stereo unspecified),1,-4,100,-2,102,-0.24,-7,7,8,1.2
O=C1/C(=C\c2ccc3ccccc3c2)CCCc2ccccc21,0.5,52*,94,-23,121,.,-41,41,6,4.8*
Cc1ccc(C)c(N2CCN(c3ncnc4c3cnn4-c3ccccc3)CC2)c1,0.9,7,105,-7,107,.,-7,7,3,1
C=CCOC(=O)C1CC=CCC1C(=O)Oc1ccc(F)cc1F (stereo unspecified),1,-4,95,4,96,.,0,0,10,1.2
O=C(COC(=O)CC(NC(=O)c1ccccc1Cl)c1ccccc1)Nc1cccc(F)c1 (stereo unspecified),1,-5,95,3,97,-0.39,-5,5,5,1
CC1CCN(S(=O)(=O)c2ccccc2[N+](=O)[O-])CC1,1,-2,99,0,100,-0.94,-4,4,9,0.78
COc1ccc(NS(=O)(=O)c2ccc(N3CCOCC3)c(NC(=O)c3cccc(F)c3)c2)cc1,1,-3,82,-2,102,-0.39,-23,23,28,2.6

# An excerpt from above in order of their number in STAT3 act, lowest first:
SMILES | STAT3 act
COc1ccccc1-c1c(C#N)c(N)nc2c1CCc1ccccc1-2 | 90
O=C1CCCC2=C1C(c1ccc3c(c1)OCO3)c1c([nH]n(-c3ccccc3)c1=O)N2 (stereo unspecified) | 100
CN1CCN(/C=N/c2sc3c(c2C#N)CCCCC3)CC1 | 110

# Next part.
SMILES,FLuc stim CS,FLuc inh counter,STAT3 act,STAT1 blocker,STAT1 activator,ROMK mod,APP transl inh,APP 5'UTR act,STAT3 blocker,NF-kB neuron act
CCc1ccc(C(=O)CSc2n[nH]c(C)n2)cc1,0.9,8,96,1,100,.,-47,47,11,1.2
Cc1cccc(NC(=O)c2ccc(Cn3cc(C(F)(F)F)ccc3=O)cc2)c1,1.1,-8,110,9,92,.,-9,9,-1,1.3
COc1ccc(CC(=O)Nc2cccc3ncccc23)cc1OC,1.1,-8,95,3,96,-0.06,-14,14,15,1.2
COc1ccc(NC(=O)COC(C)=O)cc1OC,1,-5,97,3,96,0.018,-10,10,8,1.1
O=C(COc1ncnc2scc(-c3ccccc3)c12)NC1CCCc2ccccc21 (stereo unspecified),1,-5,98,6,96,-2.4,16,-16,0,1.2
COc1ccc(C(=O)C(CN2CCOCC2)c2ccccc2)cc1 (stereo unspecified),1.1,-6,90,19,82,0.018,90*,-90,9,1.9
Cc1ccccc1-c1nnc(-c2ccccc2C)o1,0.8,21,102,-33,130*,-0.022,-21,21,2,3.7*
CCOC(=O)c1nn(-c2cccc(Cl)c2)c2nc(Nc3ccccc3)cc(=O)n12,1.1,-6,104,4,97,-0.43,-1,1,-5,1
O=C(CSc1nncs1)NC(=O)NC1CCCC1,1.1,-5,105,-14,111,0.028,-15,15,4,1.1
OCC1CCCN(Cc2cn(Cc3ccccc3)nc2-c2cc3ccccc3o2)C1 (stereo unspecified),1.1,-7,104,-5,103,-1.9,1,-1,0,0.83
COC(=O)c1cc2ccsc2n1CC(=O)Nc1ccc(N(C)C)cc1,1,1,100,9,91,.,1,-1,2,0.96
FC(F)(F)c1cccc(NC(=S)NC(c2ccccc2)c2ccccc2)c1,1,-5,98,-3,103,.,18,-18,5,0.81

# Quoted from the listing:
# `CN(C)c1cccc(C(=O)OCC(=O)Nc2ccccc2-c2ccccc2)c1` | STAT1 blocker: 8
# `Cc1cc(C)c(S(=O)(=O)n2c([N+](=O)[O-])cnc2C)c(C)c1` | APP 5'UTR act: 10
# `NS(=O)(=O)c1ccc(NC(=O)COc2ncnc3c2cnn3-c2ccccc2)cc1` | STAT3 blocker: 2

# New compounds follow.
SMILES,FLuc stim CS,FLuc inh counter,STAT3 act,STAT1 blocker,STAT1 activator,ROMK mod,APP transl inh,APP 5'UTR act,STAT3 blocker,NF-kB neuron act
Fc1ccc(CSc2nnc(-c3cnccn3)n2Cc2ccco2)cc1,1,0,106,0,100,.,-4,5,-2,0.92
O=C1NN(c2ccccc2)C(=O)/C1=C/c1ccc(-c2ccc(Cl)c(C(=O)O)c2)o1,1,1,104,-1,101,0.87,-11,11,-1,1.1
O=C(CSc1ccc(-c2ccccn2)nn1)NCc1ccc(Cl)cc1,1.1,-10,100,-1,100,-2.6,11,-11,5,0.96
O=C(C1CC1)N1CCN=C1SCc1ccc(Cl)cc1,1,-3,78,-4,104,.,0,0,29,1.3
CN(c1cccc(NC(=O)c2ccc(Cl)c(S(=O)(=O)Nc3ccccc3)c2)c1)S(C)(=O)=O,1,1,89,45*,67,.,5,-5,20,0.69
Cc1cc(C(=O)Nc2nnc(C3CCCCC3)s2)no1,0.9,9,96,0,100,.,-4,4,5,1.3
CS(=O)(=O)c1ccc(C(=O)NCc2ccccc2F)cc1,1,-2,110,0,99,-0.18,-19,19,-11,1.1
Cc1ccc(S(=O)(=O)Nc2ccc(-c3nnc(SCc4ccccc4Cl)o3)cc2)cc1,1,-2,105,-2,104,0.18,-8,8,-9,0.9
O=C(/C=C/c1ccccc1[N+](=O)[O-])N1CCN(c2ccc(F)cc2)CC1,1.1,-6,92,6,93,0.71,-3,3,14,1.3
CCCCNCc1nc2ccccc2c(=O)[nH]1,1.1,-6,104,2,97,-0.39,-2,2,-2,0.99
CCOC(=O)C(C)(C)Sc1nc2c(cnn2-c2ccc(C)cc2)c(=O)[nH]1,1,-4,98,1,99,.,6,-6,7,1.1
c1coc(-c2ncc[nH]2)c1,1,0,103,0,100,0.49,-15,15,4,1.8
NC(=NC(=O)c1ccccc1)N1CCOCC1,1,0,103,-4,104,.,-10,10,1,1.2
COCCn1c(=NC(=O)CSC(C)=O)sc2cc(OC)ccc21,1,-4,99,13,89,.,-15,15,1,0.97
CC(=O)c1sc(N/N=C\c2ccccc2O)nc1C,0.3,68*,107,-3,101,0.64,-131,131,-6,5.9*
CCOCc1c(C(=O)Nc2cc(OCC)c(N3CCOCC3)cc2OCC)oc2ccccc12,1,-1,101,2,99,-0.34,-14,14,0,1
Cc1c(C(=O)C(=O)N2c3ccc(F)cc3CCC2C)c2ccccc2n1C (stereo unspecified),1,2,102,-8,107,.,83*,-83,0,1.7
C/C(N)=C(/C#N)C(=O)COC(=O)Cc1coc2cc(C)ccc12,1,-1,118,2,98,0.006,20,-20,-18,1.3
NC(=O)Nc1ccccc1C(=O)N1CCC(O)(c2ccc(Cl)cc2)CC1,1,-4,87,-1,101,-0.36,2,-2,18,1.1
COc1ccc(S(=O)(=O)N(C)CC(=O)Nc2cccc(C(C)=O)c2)cc1C,1,-3,95,5,96,-1.2,-13,13,5,0.71
O=S(=O)(c1cccc(S(=O)(=O)N2CCC(n3nnc4ccccc43)CC2)c1)N1CCCCC1,1.1,-10,99,-4,104,0.46,-7,7,8,1.1
C=CCNC(=O)c1onc(CSc2ccccc2CC)c1C(=O)O,1,-2,113,1,99,.,11,-11,-15,1.3
CCCn1c(C2CC(=O)N(c3ccc(C)cc3)C2)nc2ccccc21 (stereo unspecified),1.1,-5,91,6,94,.,-1,1,14,1.5
CCCCc1nc(SCc2ccc([N+](=O)[O-])cc2)n[nH]1,1.1,-10,90,-2,101,-1.7,-18,18,13,1.1
CCOc1cc(/C=N/NC(=O)c2ccc(=O)n(C)c2)ccc1O,1,2,100,-5,103,.,7,-7,5,.
CCCCN1CNC(=S)N(c2cc(C)ccc2C)C1,1.1,-9,101,1,99,.,-8,7,6,1.7
COC(=O)C1=C(CSCc2ccccc2)NC(=O)NC1c1cc(C)ccc1C (stereo unspecified),1.1,-6,93,21,81,.,-1,1,12,0.84
O=C(Nc1ccncc1)c1sc2ccccc2c1Cl,0.8,16,79,-26,121,0.31,-62,61,30,1.4
Nc1nnc(CSCc2ccc(F)cc2)s1,1.1,-7,97,2,99,1.5,2,-2,10,1
O=C1c2ccccc2NC(c2ccc3c(c2)OCO3)N1O (stereo unspecified),1,-2,102,3,97,.,3,-3,1,1.7
Cc1cccc(Nc2nc(N)c([N+](=O)[O-])c(N3CCOCC3)n2)c1,1.1,-10,95,-5,104,-0.68,8,-8,4,0.58
CC(=O)Nc1ccc(Oc2ccc3nc(C)[nH]c3c2)cc1,1.1,-6,95,2,96,-1.2,-10,10,6,0.8
Cc1[nH]c2ccccc2c1C1C(c2ccccc2)=NN=C(C(C)C)N1O (stereo unspecified),1,-4,112,0,100,0.002,-1,1,-10,1.4

# Assay outcomes deposited in PubChem BioAssay by several laboratories.
